Assay outcomes from PubChem.
MPTP inh: blocks calcium-induced mitochondrial swelling; 360,000 compounds, 1.4% hits; AID 602449; isolated mouse mitochondria, Ca2+ swelling absorbance, 30 min; inhibition, % at 10 µM;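 active = inhibition of 50% or more, scaled per plate between neutral and stimulator controls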;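 note: 0% = DMSO wells given calcium and 100% = 1 mM EGTA wells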
Gli-Sufu block: Gli-Sufu pathway antagonism | 340,000 compounds, 0.74% hits | Sufu-KO-LIGHT fibroblasts, Gli luciferase reporter luminescence | inhibition, % at 5 µM;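 active = inhibition above about 55%, limit read from the data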;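 note: 0% = DMSO-treated cells and 100% = wells with medium but no cells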
A3A deaminase: inhibitors of human APOBEC3A DNA deaminase | AID 493011 | inhibition, % at 20 µM | 330,000 compounds, 0.41% hits | recombinant A3A, FAM/TAMRA ssDNA deamination fluorescence;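 active = at least 40% inhibition at 20 µM here, with at most 30% in a related deaminase screen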;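 note: plate controls were A3A with DMSO for no effect and wells lacking A3A enzyme for full effect; some results filed as inactive read as strong as hits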
Target sequence (P31941 whole entry, looked up): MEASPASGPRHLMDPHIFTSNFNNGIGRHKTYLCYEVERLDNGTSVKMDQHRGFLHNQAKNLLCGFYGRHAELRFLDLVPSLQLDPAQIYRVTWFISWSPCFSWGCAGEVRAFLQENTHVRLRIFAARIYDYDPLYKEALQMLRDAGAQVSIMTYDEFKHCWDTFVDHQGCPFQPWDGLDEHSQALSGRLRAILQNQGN
CXCR6 inh: inhibitors of human CXCR6 receptor | CHO-K1 PathHunter CXCR6 beta-arrestin, luminescence | inhibition, % at 20 µM | 360,000 compounds, 0.36% hits; in the data active = inhibition above about 34%, passing the limit was not always enough;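 note: antagonist mode with CXCL16 agonist at 10 nM final; 0% = 10 nM CXCL16 with DMSO and 100% = unstimulated wells without agonist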
NR3A LBD binder: modulates the human NR3A ligand-binding domain | NR3A LBD differential scanning fluorimetry, Tm shift; 0% = protein alone, 100% = glycine-bound protein | Tm shift relative to glycine control, % at 25 µM | 340,000 compounds, 2.5% hits;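 active = melting temperature shift of at least 10% of the positive control shift, at one fixed dose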
EBI2 block: EBI2 (human) antagonism; 360,000 compounds, 0.81% hits; AID 651636; inhibition, % at 5 µM; EBI2 beta-arrestin recruitment, luminescence, 7a,25-OHC stimulated; in the data active = inhibition above about 38%;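 note: enzyme fragment complementation signal reports receptor beta-arrestin coupling in cells; 0% = agonist plus DMSO wells and 100% = wells without agonist; some results beyond the cut were filed as inactive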
Target sequence (P32249 whole entry, looked up, the tested form may be a part): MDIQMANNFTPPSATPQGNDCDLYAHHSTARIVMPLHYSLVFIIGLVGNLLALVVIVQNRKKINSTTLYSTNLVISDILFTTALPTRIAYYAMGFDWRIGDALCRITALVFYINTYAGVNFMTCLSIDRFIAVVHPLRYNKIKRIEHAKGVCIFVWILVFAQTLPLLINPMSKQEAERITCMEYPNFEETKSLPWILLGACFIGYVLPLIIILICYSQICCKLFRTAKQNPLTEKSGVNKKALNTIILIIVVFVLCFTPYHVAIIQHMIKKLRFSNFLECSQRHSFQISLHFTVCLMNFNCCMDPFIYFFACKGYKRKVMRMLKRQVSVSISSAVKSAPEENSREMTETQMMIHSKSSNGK
CCR6 antag: CCR6 (human) receptor antagonism; P51684; CHO-K1 CCR6 PathHunter beta-arrestin, luminescence, CCL20-stimulated; inhibition, % at 20 µM; 340,000 compounds, 0.49% hits;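 active = compounds whose inhibition of the agonist-driven luminescence signal at 20 µM reaches about 50%, limit read from the data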;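 note: cells stimulated with CCL20 at 14 nM final; plate controls were DMSO with CCL20 for no effect and DMSO without agonist for full effect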
Target sequence (P51684 whole entry, looked up): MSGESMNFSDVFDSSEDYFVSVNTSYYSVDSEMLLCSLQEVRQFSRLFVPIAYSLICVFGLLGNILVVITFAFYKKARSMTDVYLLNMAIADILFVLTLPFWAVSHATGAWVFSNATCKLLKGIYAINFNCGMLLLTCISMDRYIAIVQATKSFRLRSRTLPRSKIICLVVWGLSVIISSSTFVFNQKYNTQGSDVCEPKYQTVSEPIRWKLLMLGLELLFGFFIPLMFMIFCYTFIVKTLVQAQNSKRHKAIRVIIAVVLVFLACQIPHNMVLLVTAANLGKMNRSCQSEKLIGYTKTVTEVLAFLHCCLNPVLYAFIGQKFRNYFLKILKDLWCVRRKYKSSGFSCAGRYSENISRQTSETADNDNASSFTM
APOBEC3G inh: inhibitors of human APOBEC3G DNA deaminase; inhibition, % at 20 µM; 330,000 compounds, 0.28% hits; recombinant A3G, ssDNA deamination FAM/TAMRA fluorescence; Q9HC16; AID 493012;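 active = inhibition of at least 40% at 20 µM, with no more than 30% in the related APOBEC3A deaminase screen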;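 note: plate controls were DMSO wells with A3G for no effect and wells lacking A3G enzyme for full effect; some compounds called inactive have numbers as strong as hits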
Active calls of the source: *; · = not tested or not shown.

Value order – CXCR6 inh	EBI2 block	Gli-Sufu block	A3A deaminase	CCR6 antag	APOBEC3G inh	NR3A LBD binder	MPTP inh
COC(=O)c1c(-c2ccc(S(C)(=O)=O)cc2)sc2ccc(OC)cc12
  15	39	-95	-3	16	-7	-3	1.4
CC(=O)NC(CCS(C)(=O)=O)C(=O)Nc1cccc(Cl)c1Cl (centres undefined)
  -8	-12	3	-8	-13	-7	-3	-2.0
CC(C)C(OC(=O)c1ccco1)C(=O)NC1CCCC1 (centres undefined)
  0	2	24	-3	19	-10	0	-1.7
Cc1[nH]c2ccccc2c1/C=N/NC(=O)c1cccc(S(=O)(=O)Nc2ccccc2Cl)c1
  -8	-4	-6	-1	10	-5	24*	0.3
COc1ccc2c(c1OC)C(=O)N1c3ccccc3N=C(c3ccc([N+](=O)[O-])cc3)CC21 (centres undefined)
  8	-11	5	·	22	·	-6	-1.0
Cc1ccc(-c2ccnc3nc(Sc4ncc(C(F)(F)F)cc4Cl)nn23)cc1
  18	6	4	1	12	-1	1	5.6
O=C(/C=C/c1ccco1)NC(=S)Nc1ccc(Cl)cn1
  3	-11	-14	7	1	8	-2	-1.3
CCN(CC(=O)NCC(=O)Nc1cccc(C)c1C)Cc1ccccc1
  -5	6	5	7	13	-1	2	-1.7
COc1cccc(CN(Cc2cccnc2)S(=O)(=O)c2ccc(-n3cnnn3)c(C)c2)c1OC
  4	12	-5	-2	-5	-5	-1	0.4
COc1cc(NC(=O)C2CC(c3cccc(Br)c3)=NO2)cc(OC)c1OC (centres undefined)
  -3	6	2	0	5	1	-3	1.7
Cc1ccc(CNC(=O)c2cc(=O)c3ccccc3o2)cc1
  -4	12	11	-1	16	-2	0	-1.2
COc1cc(C(=O)Nc2ccc(S(=O)(=O)Nc3nccc(C)n3)cc2)cc(OC)c1OC
  -7	-28	6	-5	-1	-3	-2	-6.5
CC(=O)NCC(=O)N(C)C(C(=O)Nc1ccc2c(c1)OCCO2)c1ccc(C)cc1 (centres undefined)
  -9	-4	37	2	-1	-5	0	0.6
CC(C(=O)N(C1CC1)C1(C(=O)Nc2ccccc2)CCCC1)N1C(=O)c2ccccc2C1=O (centres undefined)
  8	-1	-4	-3	7	-9	0	-2.3
CCOc1ccccc1NC(=O)C1CCN(S(=O)(=O)c2cccc3cccnc23)CC1
  4	-1	·	-2	·	-6	·	1.1
CCOc1ccc(N2CC(C(=O)Nc3nnc(Cc4ccc(OC)c(OC)c4)s3)CC2=O)cc1 (centres undefined)
  -4	8	19	1	10	-7	-1	-1.0
O=C(CSCc1ccco1)N1CCc2ccccc21
  -1	-5	-62	1	1	-4	2	-0.7
CCCCCCC[C@@H](C/C=C/CCC(=O)N(C)C/C(=C/Cl)C/C(=C\C(=O)N1CC(OC)=CC1=O)OC)OC
  18	-10	37	1	14	9	-6	79*
CCOc1ccc(NC(=O)C(C)C(Cc2ccc(C)cc2)C(=O)O)cc1 (centres undefined)
  1	-7	1	-2	7	-8	1	0.0
Cc1ccc(C)c(NC(=S)N2CCC(N(C)CC3CCCO3)CC2)c1 (centres undefined)
  -14	-1	7	0	-9	-10	-2	-0.9
O=C(NN1C(=O)C2C3c4ccccc4C(c4ccccc43)[C@@H]2C1=O)c1ccccc1 (some centres undefined)
  3	-13	-1	-6	-6	-10	1	-0.1
Cc1nn(-c2cc(N3CCCCC3)ccc2N)c(=O)c2ccccc12
  -1	-6	4	1	-2	1	0	-0.5
CC(C)[C@H](NC(=O)c1ccccc1Br)C(=O)OCc1nc2ccsc2c(=O)[nH]1
  2	-9	-6	-4	13	0	1	1.0
COc1cc(S(=O)(=O)N(Cc2ccc(C)cc2)C2CCCCC2)ccc1-n1cnnn1
  10	21	9	-3	8	-2	6	3.7
O=S(=O)(c1ccccc1)N(CC(O)CN1CCCC1)c1ccccc1 (centres undefined)
  -10	4	-16	-1	19	-1	-1	0.4
O=C1CC(N2CCN(Cc3ccccc3)CC2)C(=O)N1c1ccc2c(c1)OCCO2 (centres undefined)
  4	-11	20	-8	9	-6	-1	-0.1
Cc1nc2oc3c(NCC4CCCO4)ncnc3c2c2c1COC(C)(C)C2 (centres undefined)
  5	-3	1	2	-2	-4	-1	0.9
CC1(C)CC(=O)c2cc(C(=O)N3CCN(CCO)CC3)c(=O)n(-c3ccc(Cl)cc3)c2C1
  2	-7	-4	-6	-2	-6	-6	-0.4
Cc1cccc(N2C(S)=C(C#N)C(=O)NC23CCCCC3)c1
  -2	6	3	0	7	-6	16*	-0.2
C=C1c2ccccc2NC(=O)N1c1ccc(C)cc1
  8	4	-8	-1	22	-4	0	-0.5
CC(C)C(C(=O)NCC1CCCO1)N(C(=O)CNS(=O)(=O)c1ccc(F)cc1)C1CCCCC1 (centres undefined)
  2	1	-5	0	15	-1	0	-0.2
Cc1ccn2c(CNC(C)c3cn(C)nc3C)c(C(=O)N3CCCCCC3)nc2c1 (centres undefined)
  3	-5	11	0	-11	-2	1	-1.0
Cc1cccc(C)c1NC(=O)CN(C)C(=O)/C=C/c1cccs1
  4	-5	5	1	3	-13	0	0.9
O=C(Nc1ccccc1)c1nn(-c2cccc(C(F)(F)F)c2)ccc1=O
  3	1	-4	3	8	-4	-6	0.0
O=C(CSc1n[nH]c(C2CCCC2)n1)NC1CCCC1
  -1	1	-9	-3	-9	3	-1	-1.5
CCCc1oc(C(=O)O)cc1CN
  -1	-9	-6	5	1	9	0	-0.7
CCOC(=O)C1=C(C)N(Cc2ccccc2)C(=O)NC1c1ccc(OC)cc1 (centres undefined)
  -4	-3	-4	1	20	-4	2	0.7
COc1ccc(C)cc1NC(=O)CN(c1ccc(C)cc1)S(C)(=O)=O
  -3	5	1	-2	14	-7	-2	1.5
NS(=O)(=O)c1cccc(NC(=O)COC(=O)Cc2ccc(Cl)cc2)c1
  3	-3	2	4	-2	-7	0	0.9
Cc1nc2c(c(=O)n1CCC1=CCCCC1)c1nc3ccccc3nc1n2/N=C/c1ccco1
  18	24	4	12	-3	34	-2	1.9
COc1ccc2c(c1OC)C(=O)OC2Nc1nc(-c2ccc([N+](=O)[O-])cc2)cs1 (centres undefined)
  -14	13	-15	-1	2	-3	-3	0.4
O=C(c1ccc(Cl)c(S(=O)(=O)N2CCOCC2)c1)N1CCOCC1
  2	-3	-8	-3	7	-9	0	-0.4
COc1ccc(CC(=O)NC2CCSc3ccccc32)cc1OC (centres undefined)
  -11	6	1	0	3	-10	-1	-1.7
Cc1ccc(-c2nc3cnccn3c2Nc2c(C)cccc2C)o1
  31	5	2	-7	67*	-7	2	-3.1
CCOP(=O)(OCC)C(NC(=O)Nc1ccc(Cl)c(Cl)c1)c1ccccc1 (centres undefined)
  -6	-1	5	1	5	-10	-3	60*
COc1cc(CNc2ccc(C(=O)O)cc2)cc(Br)c1OCC(=O)NC(C)(C)C
  2	-12	0	-1	-4	0	2	-1.2
CCOC(=O)C1CCN(C(=O)Nc2c(-c3ccccc3)noc2C)CC1
  4	-4	-5	-2	6	-5	0	-0.5
Nc1ncnc(Nc2ccccc2C(F)(F)F)n1
  -10	2	-6	-1	0	8	7	2.9
COc1ccc(-n2nc(C(=O)NCC(=O)Nc3cc(OC)c(OC)c(OC)c3)c3ccccc3c2=O)cc1
  7	-34	8	-1	11	-2	0	0.3
Cc1ccc(NS(=O)(=O)c2ccc3c(c2)N(C)CCO3)cc1
  -1	-9	18	-4	14	-3	3	1.8
CC(=O)Nc1ccc2c(c1)N(S(=O)(=O)c1cccs1)CCC2
  -3	21	-1	-4	8	-8	1	0.7
Cc1ccc(N=Cc2ccc(N(C)C)cc2)cc1
  -8	1	-55	0	36	-3	1	47
CCOC(=O)c1ccc(N2CCCCC2)c(NS(=O)(=O)c2ccc(C)cc2)c1
  -4	8	14	-2	19	-9	1	1.8
Cc1ccc(NS(=O)(=O)c2ccc(NC(=O)C3CC3)cc2)cc1C
  -4	-5	16	2	12	-5	-9	-0.1
CC1CCN(Cc2c(C(=O)N/N=C/c3ccc(C(F)(F)F)cc3)nnn2-c2nonc2N)CC1
  5	29	0	2	16	-1	6	4.2
CC(C)[C@H](NC(=O)N1c2ccccc2NC(=O)[C@@H]1C(C)C)C(=O)N1CCC[C@H]1C(=O)O
  4	-9	-1	-4	7	-4	1	-0.3
CC(=O)Nc1ccc(S(=O)(=O)NNC(=O)COc2ccc(C)cc2)cc1
  -9	-8	-2	3	8	1	-1	-1.0
CCc1ccccc1NC(=O)CSC1=C(C#N)C(c2ccc(O)c(OC)c2)C2=C(CCCC2=O)N1 (centres undefined)
  -12	-2	-26	-1	13	-3	-3	2.4
CC(C)c1nnc(NC(=O)CSc2nc3ccccc3[nH]2)s1
  6	-4	-7	-3	-6	-4	1	0.6
CCOC(=O)c1cnc(SCC(C)C)nc1N
  -3	-3	-100	-4	16	-4	0	-0.4

With a hit mark in MPTP inh (from the list above):
molecule | CXCR6 inh | EBI2 block | A3A deaminase | CCR6 antag | APOBEC3G inh | NR3A LBD binder | MPTP inh
CCCCCCC[C@@H](C/C=C/CCC(=O)N(C)C/C(=C/Cl)C/C(=C\C(=O)N1CC(OC)=CC1=O)OC)OC | 18 | -10 | 1 | 14 | 9 | -6 | 79*
CCOP(=O)(OCC)C(NC(=O)Nc1ccc(Cl)c(Cl)c1)c1ccccc1 (centres undefined) | -6 | -1 | 1 | 5 | -10 | -3 | 60*

Following part.
Value order – CXCR6 inh	EBI2 block	Gli-Sufu block	A3A deaminase	CCR6 antag	APOBEC3G inh	NR3A LBD binder	MPTP inh
CCOC(=O)C1CCN(C(=O)Nc2ccc3oc(C)nc3c2)CC1
  -12	-10	-6	-3	-10	-8	0	0.0
COc1ccc(-n2c(=O)c3ccccc3n(Cc3cccc(C)c3)c2=O)cc1OC
  3	2	6	2	16	-6	1	1.3
COc1ccc(CCNc2ccc(C(CC(N)=O)NC(=O)c3ccc(Br)cc3)cc2[N+](=O)[O-])cc1 (centres undefined)
  20	5	2	-6	28	-7	-5	-1.9
C#CCNc1cc(-c2ccccc2)nc2ncnn12
  1	-10	-5	2	-7	0	-1	-2.3
CN(CC(=O)Nc1c(Cl)cccc1Cl)C(=O)c1n[nH]c2ccccc12
  5	-5	-1	-4	-1	6	1	-2.0
COc1cc(/C=C(\C#N)C(=O)NCc2cccs2)ccc1O
  17	20	-3	-4	34	-10	-3	-1.5
CN1N=C2c3ccccc3CCCC2C1c1ccc(F)cc1 (centres undefined)
  -5	1	-13	1	27	-1	1	1.6
O=C(Cc1cn2ccsc2n1)OCc1ccccc1
  1	-7	0	0	-23	-5	2	0.3
CCCc1nc2ccccc2c(C(=O)O)c1CC
  -2	-8	-17	2	-16	-3	-2	-0.2
CCC1CCCCN1S(=O)(=O)c1ccc(C(=O)Nc2nnc(-c3ccccc3Cl)o2)cc1 (centres undefined)
  22	-5	16	0	14	3	-1	-27
CCOC(=O)c1ccc(NC(=S)NCc2ccccc2)cc1
  -8	-11	-21	-9	17	1	2	89*
CCN(CCNC(=O)c1ccc(CSc2nc3ccncc3[nH]2)cc1)c1ccccc1
  -3	-3	2	-2	-9	-6	1	-0.8
CCc1ccccc1OCC(=O)Nc1cccc(S(=O)(=O)NC2=NCCCCC2)c1
  -10	-8	-8	-2	8	-6	3	-0.1
Cc1occc1C(=O)NNC(=O)c1ccc(S(=O)(=O)N(C)C)cc1
  -2	9	-7	0	-1	-1	0	0.8
Cc1nc2ccccc2n1CC(=O)c1ccc(O)c(O)c1
  -2	-3	-14	-3	14	-6	1	1.9
COc1ccccc1NC(=O)c1ccc2c(c1)nnn2C
  6	-14	-4	-1	-3	14	1	-4.1
COc1ccccc1CN(C)C(=O)CN1CCN(C(=O)c2cccs2)CC1
  -2	4	-1	2	3	-5	-1	0.0
CC1(C)C[C@@H]2C[C@@](C)(CN2C(=O)c2ccccc2)C1
  -4	9	8	-4	11	-5	-1	2.2
